Screens as filed in PubChem.
CHO parental Ca – counter-screen for OX1R antagonists: effect in parental CHO cells. parental CHO-K1, ATP-induced calcium, Fluo-8 fluorescence. inhibition, % at 5.6 µM. 330,000 tested, 0.63% active;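 active = inhibition above that plate's mean sample inhibition plus 3 SD, cut at about 26% in these data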;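 also: 0% = ATP-challenged DMSO wells and 100% = DMSO wells without ATP; some compounds past the cut are filed as inactive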
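Measured by: calcium-sensitive Fluo-8 fluorescence / Test system: CHO parental line / Controls: ATP-challenged DMSO wells low, unchallenged DMSO wells high / Measure: % inhibition / Compound: single nominal dose of 5.6 µM per compound / Replicates: single well per compound, no replicates / Reagent: ATP as calcium-mobilizing challenge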
TAAR1 antag – human TAAR1 antagonism. CHO RD-HGA16 TAAR1, Fluo-8 calcium fluorescence, antagonist. inhibition, % at 3 µM. Q96RJ0. 360,000 tested, 1.5% active;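 active = inhibition above a per-plate cutoff, the mean inhibition of test compounds on that plate plus 3 SD, cut at about 49% in these data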;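 also: 0% = DMSO plus EC80 beta-PEA response and 100% = DMSO alone without agonist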
Target sequence (Q96RJ0 whole entry, looked up): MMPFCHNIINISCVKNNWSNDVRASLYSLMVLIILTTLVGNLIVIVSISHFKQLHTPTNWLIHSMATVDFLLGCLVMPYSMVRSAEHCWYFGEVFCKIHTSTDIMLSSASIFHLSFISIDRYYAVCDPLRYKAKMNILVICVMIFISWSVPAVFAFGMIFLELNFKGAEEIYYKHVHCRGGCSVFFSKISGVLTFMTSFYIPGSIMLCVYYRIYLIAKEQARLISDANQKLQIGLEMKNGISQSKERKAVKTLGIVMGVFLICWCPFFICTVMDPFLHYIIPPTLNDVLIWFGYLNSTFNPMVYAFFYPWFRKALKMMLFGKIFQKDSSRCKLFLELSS
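Test system – hTAAR1-expressing CHO RD-HGA16 cells, Gα16-coupled · Also added – β-PEA at EC80 concentration, post-compound challenge · Compound – 3 µM, single point · Incubation – dye loading 75 min at 37 °C, then 30 min room temperature · Measured by – Fluo-8 intracellular calcium dye fluorescence, real-time kinetic reads · Benchmarks – vehicle and agonist controls · Replicates – singlicate, one well per test compound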
CHRM1 antagonist – human CHRM1 antagonism; P11229; CHO-K1 hM1, Fluo-8 calcium fluorescence, ACh EC80 antagonist; inhibition, % at 3 µM; 360,000 tested, 1.3% active; AID 588852;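 active = percent inhibition above its own plate's cutoff, namely the mean of that plate's compound wells plus 3 SD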;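 also: peak over basal fluorescence ratio during 140 s after agonist addition; 0% = ACh EC80 plus DMSO and 100% = DMSO alone without agonist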
Target sequence (P11229 whole entry, looked up): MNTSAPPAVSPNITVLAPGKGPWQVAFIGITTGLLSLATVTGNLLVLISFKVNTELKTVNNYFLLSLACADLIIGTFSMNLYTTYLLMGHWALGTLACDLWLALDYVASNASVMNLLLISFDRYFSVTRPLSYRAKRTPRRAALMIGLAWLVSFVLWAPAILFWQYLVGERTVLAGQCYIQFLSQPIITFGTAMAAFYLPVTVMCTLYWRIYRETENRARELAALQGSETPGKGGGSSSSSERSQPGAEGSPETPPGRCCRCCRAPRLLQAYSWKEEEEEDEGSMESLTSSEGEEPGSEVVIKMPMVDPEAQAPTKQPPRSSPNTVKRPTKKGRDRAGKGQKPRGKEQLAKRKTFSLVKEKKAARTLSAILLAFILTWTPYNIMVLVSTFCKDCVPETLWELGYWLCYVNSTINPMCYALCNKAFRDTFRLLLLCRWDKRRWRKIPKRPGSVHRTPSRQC
OXTR potentiator – potentiators of human oxytocin receptor; P30559; CHO-OTR cells, Fluo-8 calcium fluorescence, potentiator mode; 0% = oxytocin EC15, 100% = EC100; activation, % at 3 µM; 320,000 tested, 0.061% active; AID 2445;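 active = activation above that plate's cutoff, the mean activation of tested compounds plus 3 SD, cut at about 6.6% in these data, passing the limit was not always enough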;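 also: 100% uses oxytocin at 75 nM as the full agonist control; some results filed as inactive read as strong as hits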
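Assay system: CHO cell line stably expressing human OTR | Also added: Oxytocin at about EC15, sub-maximal agonist stimulus | Times: Compound 6 min at room temperature before oxytocin, 100 s read | Measured by: Fluo-8 intracellular calcium fluorescence, ex 470-495, em 515-575 nm | Controls: EC15 oxytocin alone as 0%, 75 nM oxytocin as 100%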
CHO-K1 Ca PAM – nonselective activator or artifact in parental CHO-K1 calcium assay; activation, % at 3 µM; 360,000 tested, 0.02% active; ATP EC20, Fluo-8 calcium fluorescence; 0% at ATP EC20, 100% at ATP max;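 active = activation above the run cutoff, the mean activation of all test compounds plus 3 SD, cut at about 40% in these data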;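 also: peak over basal fluorescence ratio in a 140 s read after ATP addition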
CHO-K1 Ca antag – nonselective inhibitor or artifact in parental CHO-K1 cells. ATP-induced calcium, Fluo-8 fluorescence. inhibition, % at 3 µM. 360,000 tested, 0.6% active;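 active = inhibition above a per-plate cutoff, the plate's mean sample inhibition plus 3 SD, cut at about 24% in these data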;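 also: 0% = DMSO plus EC80 ATP and 100% = DMSO alone without ATP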
CHRM1 agonist – activates human CHRM1 receptor; P11229; CHO-K1 hM1, Fluo-8 calcium fluorescence, agonist mode; 0% DMSO, 100% acetylcholine EC100; 360,000 tested, 0.33% active; activation, % at 3 µM;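 active = activation above the run's mean compound activation plus 3 SD, cut at about 16% in these data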;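 also: peak over basal fluorescence ratio within a 140 s kinetic read after compound addition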
CHO-K1 Ca ag – nonselective activator or artifact in parental CHO-K1 cells. Fluo-8 calcium fluorescence; scaled to maximal ATP response, vehicle zero. activation, % at 3 µM. 360,000 tested, 0.48% active; in the data active = activation above about 15%;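 also: untransfected CHO-K1 host cells lacking M1 receptor as counterscreen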
TAAR1 ag – human TAAR1 agonism. Q96RJ0. CHO RD-HGA16 TAAR1, Fluo-8 calcium fluorescence; vehicle wells 0%, saturating PEA agonist 100%. activation, % at 3 µM. 360,000 tested, 0.99% active. AID 624467;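 active = activation above the mean activation of all test compounds in the run plus 3 SD, cut at about 38% in these data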
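Assay system – CHO-derived RD-HGA16 cells with stable Gα16 and human TAAR1 · Compound dosing – one-point dosing at 3 µM (nominal) · Incubation – 17-24 h seeding, 75 min 37 °C dye, 30 min RT · Measured by – kinetic Fluo-8 calcium fluorescence · Control set – DMSO vehicle as 0%, PEA at EC100 as 100% · Repeats – single well for each compound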
An asterisk follows results filed as active; . = no result given; & = joins results of further samples.

SMILES	CHO parental Ca	TAAR1 antag	CHRM1 antagonist	OXTR potentiator	CHO-K1 Ca PAM	CHO-K1 Ca antag	CHRM1 agonist	CHO-K1 Ca ag	TAAR1 ag
NS(=O)(=O)c1ccc(CCNC(=O)C2CC(=O)N(Cc3ccccc3Cl)C2)cc1 (stereo not drawn)	-18	-14	2	-4	6	-7	-8	0.6	1
CC(Nc1ccc(Br)cc1)C(=O)Nc1cccc(S(=O)(=O)N2CCOCC2)c1 (stereo not drawn)	.	6	0	.	-14	0	3	2.8	9
COc1ccc(OC)c(S(=O)(=O)Nc2cccc(-c3ccc4nncn4n3)c2)c1	-11	4	-9	-13	21	-12	-10	1.9	4
CN1CCC(C)(C(=O)Nc2cccc3c2CCCC3)C1 (stereo not drawn)	.	3	-11	.	5	3	-5	2.3	0
CCOc1cc(C2C(C#N)=C(N)Oc3n[nH]c(-c4ccncc4)c32)cc([N+](=O)[O-])c1O (stereo not drawn)	-16	-15	-14	-7	14	-8	-7	3.3	8
CS(=O)(=O)c1nc2c(cc1C#N)CCCC2	-4	-5	7	-11	-9	5	-6	-0.2	2
Cn1c(=O)c2[nH]c(CNCc3ccccc3Cl)nc2n(C)c1=O	-11	1	-3	-13	13	1	-5	-0.2	6
CC(C)(C)NC(=S)NCc1ccncc1	1	16	-11	-1	15	6	-8	-0.1	0
Cc1ccsc1/C=N/NC(=O)CNC(=O)c1ccc(S(=O)(=O)N2CCOCC2)cc1	-3	-15	0	-9	-1	6	-8	1.5	7
Nc1cc(=O)[nH]c(SCC(=O)N2CCc3ccccc3C2)n1	-8	75*	0	-14	8	6	-4	-0.2	80*
O=C1CCC(=O)N1c1cccc(-c2nc3ccccc3o2)c1	-9	-19	-17	-4	24	-2	-2	1.6	1
CCOC(=O)[C@]12CCCC=C1N(Cc1ccco1)C(=O)[C@H](CC(=O)NCc1cccc3ccccc13)C2	.	50*	.	.	16	-15	.	2.8	3
CCOC(=O)N1CCN(C(=O)COc2cc(=O)n(CC)c3ccccc23)CC1	-15	8	1	4	18	-8	-5	1.7	12
CCS(=O)(=O)NCCc1ccc(OC)c(OC)c1	-7	-13	-13	-1	12	-7	-3	0.0	3
CS(=O)(=O)c1ccc2nc(NC(=O)c3ccccc3Br)sc2c1	-6	20	-6	-1	5	2	9	1.4	2
NC(=O)c1ccc(-n2nnnc2SCc2ccccc2)cc1	5	2	-19	-10	14	-5	-1	1.6	12
COc1ccccc1-n1nnnc1SCC(=O)NC1CC1	-5	-30	-5	5	-13	0	-1	0.5	6
Cc1cc(C(=O)NC(C)C2CCCO2)no1 (stereo not drawn)	-4	2	2	-18	-2	-5	-4	2.2	1
O=C(Oc1cc(=O)oc2ccccc12)c1cccnc1Cl	2	4	-5	4	13	-5	-2	0.5	3
Cc1ccc(OCC(=O)NCCN2CCOCC2)cc1C	-9	2	16	-12	-8	15	-2	0.2	1
Cn1c(=O)[nH]c(=O)c2c1nc(CN(Cc1ccccc1)Cc1ccccc1)n2CCN1CCOCC1	-12	7	-3	-6	2	-3	-4	0.0	3
Cc1ccccc1N=C/C=C1\N(C)c2ccccc2C1(C)C	19	10	25*	-12	-8	20	-1	0.5	3
CCOC(=O)NN1C(=O)c2ccccc2NC1c1ccc(N(C)C)cc1 (stereo not drawn)	5	-11	-7	-9	17	-7	17*	1.1	6
Cc1ccc(CN2CCN(/N=C/c3ccc(C(F)(F)F)cc3)CC2)cc1	-6	-41	-4	-5	-10	12	-6	0.2	1
COc1ccc(C(C)=O)cc1CSc1nnc2c(Cl)cc(Cl)cn12	-22	-10	1	-7	-2	1	-13	-0.3	1

Three of the entries above in order of the CHRM1 agonist value, smallest number first:
| Molecule | CHRM1 agonist |
| --- | --- |
| COc1ccc(OC)c(S(=O)(=O)Nc2cccc(-c3ccc4nncn4n3)c2)c1 | -10 |
| O=C1CCC(=O)N1c1cccc(-c2nc3ccccc3o2)c1 | -2 |
| NC(=O)c1ccc(-n2nnnc2SCc2ccccc2)cc1 | -1 |

More structures follow.
SMILES	CHO parental Ca	TAAR1 antag	CHRM1 antagonist	OXTR potentiator	CHO-K1 Ca PAM	CHO-K1 Ca antag	CHRM1 agonist	CHO-K1 Ca ag	TAAR1 ag
Cc1cccc(NC(=S)N/N=C/c2cccn2Cc2ccc(F)cc2)c1	7	-31	0	-11	2	-3	-4	0.0	-1
O=c1c2[nH]c3ccccc3c2ncn1C1CCCCC1	-31	15	8	-9	10	6	2	2.6	4
Cc1ccc(S(=O)(=O)NC2=NCCCCC2)cc1	-9	0	-7	-11	20	-11	-8	1.0	1
COc1ccc2nc(SCC(=O)NCc3ccc(S(N)(=O)=O)cc3)[nH]c2c1	-4	-15	12	-3	-7	-14	-4	0.7	2
COc1ccc(NC(=O)c2sc(NC(=O)C3CC3)nc2C)cc1	-3	-4	-12	-2	13	-5	-1	0.7	1
N#Cc1nc(COc2ccc(Br)cc2)oc1N1CCCC1	-25	-18	-5	-8	18	-6	-5	-0.2	4
COc1ccc(OCC(=O)N/N=C2\CCCc3ccccc32)cc1	-1	-4	11	-7	-15	25*	-5	3.9	1
COC(=O)c1cc(OC)c(OC)cc1NC(=O)Nc1ccc(OC)cc1	-2	15	1	5	8	-4	-2	0.8	3
CC1CC(=O)C2=C(C1)Nc1ncnn1C2c1ccccc1 (stereo not drawn)	6	-1	6	1	-1	28*	-1	-0.3	2
CC(C)=CCN1CCN(Cc2coc3ccc(C)cc3c2=O)CC1CCO (stereo not drawn)	-18	6	-1	4	5	1	-9	0.0	3
N#CCSc1nnc(Nc2ccccc2)s1	-12	9	-14	3	19	-17	-4	1.1	18
CCN(C(=O)CCc1ccccc1)C1CCCCC1	-7	6	-6	5	19	-2	-7	0.4	3
Cc1ccccc1N/C(=N/S(=O)(=O)c1ccccc1)c1ccc(F)cc1	-16	-37	-11	2	10	-5	-3	0.3	1
CCCOc1ccc(/C=N/NC(=O)CN2CCCCC2)cc1	-4	-3	-5	-11	3	-5	-8	-0.1	0
COc1cc(C(=O)Nc2cc3c(cc2N2CCCCC2)n(C)c(=O)n3C)cc(OC)c1OC	-30	-13	3	2	-4	-4	-4	1.3	0
CC(C)Cc1nnc(NC(=O)CCC(=O)NC2CCCCC2)s1	5	-9	-8	0	12	-5	-3	0.2	3
COCC(C)n1c(-c2ccc3c(c2)NC(=O)CO3)csc1=Nc1ccc(OC(F)F)cc1 (stereo not drawn)	8	2&-17	15&3	-7	9&-4	-9&4	-1&-5	0.7&1.0	1&11
CC(=O)Nc1ccc(C(=O)Nc2nc(-c3ccccn3)cs2)cc1	-7	5	4	-7	2	-2	-1	0.4	2
Cc1cc(-c2ccccc2)nc(Oc2ccc(C(C)(C)C)cc2)c1S(C)(=O)=O	-5	14	-11	-17	4	4	1	-0.5	-1
O=C(Nc1cccc(O)c1)c1ccc2c(c1)C(=O)N(Cc1ccco1)C2=O	-4	38	11	-6	-8	5	-2	6.0	12
COc1cc2c(cc1OC)C(COc1ccc([N+](=O)[O-])cc1)NCC2 (stereo not drawn)	-20	-5	2	-5	10	-13	-13	3.9	2
Cc1ccc(-n2c(O)c(C=NCc3ccccn3)c3ccccc3c2=O)cc1	-9	-7	2	-9	8	4	-8	0.1	2
COc1ccc(N2CCN(CC(=O)c3ccc(Cl)cc3)CC2)cc1	-5	-26	-14	-12	5	-11	-7	0.0	2
S=C(Nc1ccc(Cl)c(Cl)c1)NC1CCN(Cc2ccccc2)CC1	93*	74*	6	-32	14	24*	17*	12	112*
CCCCOc1ccc(OC(=O)c2cccnc2)cc1	-10	-3	1	-12	9	-18	-2	1.1	1

More records follow:
SMILES	CHO parental Ca	TAAR1 antag	CHRM1 antagonist	OXTR potentiator	CHO-K1 Ca PAM	CHO-K1 Ca antag	CHRM1 agonist	CHO-K1 Ca ag	TAAR1 ag
COc1ccc(CN2CCCN(S(=O)(=O)c3ccc(Br)cc3)CC2)cc1	-10	-7	29	-11	5	2	-8	0.3	-2
COc1ccc(CN2CCNC(=O)C2CC(=O)N(C)C2CCOCC2)cc1OC (stereo not drawn)	.	9	-15	.	-6	-3	-2	0.1	1
CCOC(=O)CC(=O)Nc1nc2ccccc2s1	-25	11	-11	-8	6	-1	-4	0.4	12
CC(C)n1ncc2c(C(=O)N3CCN(c4ccccc4)CC3)cc(-c3ccccc3)nc21	-39	-11	-9	-5	3	-3	-2	-1.3	3
N#C/C(=C\c1cc([N+](=O)[O-])ccc1Cl)C(N)=O	2	-34	-7	-12	17	-18	3	0.6	-1
Nn1c(SCC(=O)NCCN2C(=O)CSC2=O)nnc1-c1ccc(OC(F)F)cc1	-5	-7	-5	-11	-7	2	2	0.8	0
CC(C)[C@H](NC(=O)[C@@H]1Cc2ccccc2CN1C(=O)OC(C)(C)C)C(=O)NCC1CCC(C(=O)O)CC1 (stereo partly drawn)	-13	-5	-10	-4	11	-12	-2	0.7	-2
O=C(c1cc(COc2ccc(F)cc2F)on1)N1CCN(C2CCCC2)C(=O)C1	15	-11	2	-11	-1	-2	6	9.5	2
COc1ccc(C(CNC(=O)Cc2cccs2)N(C)C)cc1 (stereo not drawn)	-11	4	2	-4	11	5	-11	-0.5	1
CC1CCCC(NC(=O)Cn2cc3c(n2)CCCCC3)C1C (stereo not drawn)	-10	-7	-16	-3	-1	-7	-2	0.5	0
O=C(NCc1ccccc1F)c1ccc2ccccc2n1	-9	7	2	-5	3	4	-3	-0.3	0
COc1ccc(OCC(=O)Nc2ccc(N3CCN(Cc4ccccc4F)CC3)cc2)cc1	-9	-24	-1	-10	-11	7	-3	0.7	4
C[C@H](CCC(=O)OCc1cn(CC(=O)c2ccc(O)cc2)nn1)C1CC[C@H]2[C@@H]3CC[C@@H]4C[C@H](O)CC[C@]4(C)[C@H]3C[C@H](O)[C@]12C (stereo partly drawn)	.	53*	4	.	14	6	1	2.6	11
CCS(=O)(=O)c1ccc2oc(Nc3ccc(C(C)(C)C)cc3)nc2c1	-14	-1	10	-7	9	-11	-6	0.8	2
Cc1c(NC(=O)c2cccc(NC(=O)Cc3c(F)cccc3Cl)c2)c(=O)n(-c2ccccc2)n1C	-10	4	-14	1	8	-10	-4	-0.1	8
Cc1ccccc1N(Cc1cc(=O)[nH]c2ccccc12)C(=O)CCl	-5	11	-2	-14	-13	-2	-7	-0.3	0
OCc1cn(-c2ccccc2)nc1-c1cc2ccccc2o1	0	12	-15	-6	10	-19	-3	0.7	-5
